High-throughput results as filed in PubChem BioAssay.
ELG1 repair inh: ELG1-dependent DNA repair inhibition; HEK293T ELG1-luciferase reporter, luminescence, 16 h; DNA damage induced by 5-fluorouridine; Potency, µM (titrated, usually from 46.1 µM), inactives show top-dose activity change, negative = inhibition, actives largely listed as inhibitors; 330,000 compounds, 2.3% hits; AID 504467; further: potency means the concentration at half of the fitted maximal effect; on the % scale 0 is the no-effect control and ±100 the full control effect; nearly all actives have a fitted effect of over 55% in size
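Luminescence from the luciferase reporter, measured 30 min after ONE-Glo reagent at room temperature, was the read-out. Beforehand, 2,000 cells per well were exposed for 16 hr at 37 °C to 5-fluorouridine together with compound or vehicle.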
TSHR antagonist: human thyrotropin receptor antagonism. P16473. TSHR-expressing cells, TSH-stimulated cAMP HTRF, 2 h; hits give low values. activity change, negative = inhibition, % at 11.5 µM. 330,000 compounds, 0.2% hits. AID 504810;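 active means activity change below a set negative limit, meaning inhibition stronger than a set level, cut at about -70% in these data; inconclusive means activity change between two set negative limits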; further: on the % scale 0 is the no-effect control and ±100 the full control effect
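Cell-based HTRF cAMP assay; TSHR cells + compound, TSH EC80 (4nM final), 2 h, 37 deg C. Lysis with anti-cAMP cryptate and cAMP-d2, 30 min RT, read 665/620 nm.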
Integrin act MD: integrin-mediated muscular dystrophy alleviation activation | 350,000 compounds, 0.064% hits | alpha7betagal myoblasts, beta-gal FDG fluorescence, 48 h | Potency, µM (top dose mostly 38.3 µM), inactives show at the top dose activation, hits mostly activators | AID 624291;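 further: potency means the concentration at half of the fitted maximal effect; 100% = response of the positive control SU9516; nearly all actives have a fitted effect of over 60% in size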
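alpha7betagal+/- myoblasts (passage 13, 250/well) treated 48 h at 37C with compounds at 1:260 dilution of DMSO stock. Lysed, then beta-galactosidase activity read as FDG fluorescence (ex 480/em 540) after 30 min, with pre-read for autofluorescence.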
TSG101-PTAP inh: blocks PTAP/TSG101 interaction to inhibit HIV-1 budding; 340,000 tested, under 10 active; Q99816; Potency, µM (doses to about 115 µM), for inactives: at the highest dose activity change, negative = inhibition, usual class: inhibitors; Fluorescence polarization, FITC-PTAP peptide / Tsg101 binding; active means well fitted inhibition curve with a large enough effect in the main read-out, with a control signal flat, not every such curve was filed as active; inconclusive means small, poorly fitted or top-dose-only effect, or effect the other way, or a change in a side signal; inactive means no such curve, though single readings can be large or run the other way; further: potency means the concentration at half of the fitted maximal effect; % of control where 0% means no effect
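Compounds were pin-transferred onto Tsg101 binding domain (10 uM final) in HEPES pH 7.5 buffer, then FITC-PTAP peptide was added at 50 nM final. After 20 min at RT, polarization reported peptide displacement across a qHTS concentration series.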
Tb PFK block: blocks T. brucei phosphofructokinase; O15648; AID 485367; Potency, µM (titrated, usually from 57.5 µM), for the others: at the highest dose activity, negative = inhibition, hits mostly inhibitors; 330,000 compounds, 0.17% hits; T. brucei PFK, ADP-Glo luminescence;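 further: potency means the concentration at half of the fitted maximal effect; 0% = uninhibited 1x PFK enzyme wells and -100% = no-enzyme wells; nearly all actives have a fitted effect of over 60% in size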
Target sequence (O15648 whole entry, looked up): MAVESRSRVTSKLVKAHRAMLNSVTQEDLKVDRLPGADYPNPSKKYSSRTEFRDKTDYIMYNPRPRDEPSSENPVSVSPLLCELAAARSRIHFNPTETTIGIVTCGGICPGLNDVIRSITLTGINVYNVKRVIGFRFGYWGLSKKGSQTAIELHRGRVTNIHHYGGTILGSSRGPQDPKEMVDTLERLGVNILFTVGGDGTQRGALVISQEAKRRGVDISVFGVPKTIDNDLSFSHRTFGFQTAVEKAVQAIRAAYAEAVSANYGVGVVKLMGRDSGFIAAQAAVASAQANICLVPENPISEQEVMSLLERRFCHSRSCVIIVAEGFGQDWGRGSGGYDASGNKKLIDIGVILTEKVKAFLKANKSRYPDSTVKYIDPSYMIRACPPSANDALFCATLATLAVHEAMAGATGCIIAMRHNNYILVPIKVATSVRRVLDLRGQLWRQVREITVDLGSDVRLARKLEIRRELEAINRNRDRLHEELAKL
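Luminescent ADP detection (ADP-Glo, two-step: ATP depletion then ADP-to-ATP conversion for luciferase) reported PFK activity after 45 min room-temperature reaction of 1.25 nM enzyme with 0.5 mM F6P and 0.1 mM ATP at pH 8.0.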
A-T KAP1 phos: candidate therapy for ataxia-telangiectasia; […] A-T fibroblasts, KAP-1 phosphorylation AlphaLISA; neocarzinostatin DNA damage 30 min before lysis; Potency, µM (series often up to 57.5 µM), without a hit: at the top dose activation, most hits filed as activators; 320,000 compounds, 0.19% hits; further: potency means the concentration at half of the fitted maximal effect; % of control where 0% means no effect; nearly all actives have a fitted effect of over 45% in size
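hTERT-immortalized A-T patient fibroblasts ([…]), 500 cells/well in OPTI-MEM, 1% FBS, got compounds for 60 min, then NCS for 30 min at 37C. Lysates were then assayed for phospho-KAP-1 by AlphaLISA (anti-pKAP1 donor, anti-KAP1 acceptor beads), 6 hr at 25C.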
TCR activator: activators of T cell receptors; Potency, µM (series often up to 9.22 µM), for inactives: at the top dose activation of IL-2 secretion, actives largely listed as activators; primary human leukocytes, anti-CD3, IL-2 HTRF, 48 h; 330,000 tested, under 10 active; further: % of control where 0% means no effect
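HTRF read-out of IL-2 secretion: europium cryptate donor excited at 320nm, d2 acceptor emission at 665nm. Cells were primary human leukocytes incubated 48 hr with compounds and a-CD3 beads, supplying TCR signal only.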
Eya2 phos inh: inhibitors of human Eya2 phosphatase activity. O00167. recombinant Eya2, OMFP fluorescence dephosphorylation (OMFP is methylfluorescein phosphate). Potency, µM (highest dose often 76.9 µM), inactives show top-dose activity, negative = inhibition, hits mostly inhibitors. 330,000 compounds, 0.006% hits. AID 488837; further: potency means the concentration at half of the fitted maximal effect; on the % scale 0 is the no-effect control and ±100 the full control effect
Target sequence (O00167 whole entry, looked up): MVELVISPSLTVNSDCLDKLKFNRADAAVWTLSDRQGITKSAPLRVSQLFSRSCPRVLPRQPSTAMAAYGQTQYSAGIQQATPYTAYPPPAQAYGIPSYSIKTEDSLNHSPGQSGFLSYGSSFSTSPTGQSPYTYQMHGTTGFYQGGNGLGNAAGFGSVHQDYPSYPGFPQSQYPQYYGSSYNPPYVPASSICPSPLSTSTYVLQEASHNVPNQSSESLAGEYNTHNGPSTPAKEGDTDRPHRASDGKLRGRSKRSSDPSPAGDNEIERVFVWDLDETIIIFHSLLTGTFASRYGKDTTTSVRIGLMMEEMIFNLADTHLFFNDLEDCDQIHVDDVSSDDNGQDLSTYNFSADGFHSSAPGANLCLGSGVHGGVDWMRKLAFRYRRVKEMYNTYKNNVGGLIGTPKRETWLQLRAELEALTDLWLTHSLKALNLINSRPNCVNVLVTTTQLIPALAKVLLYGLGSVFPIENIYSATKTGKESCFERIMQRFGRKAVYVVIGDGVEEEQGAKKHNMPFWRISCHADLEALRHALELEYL
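Eya2 protein (added as 0.2 uM solution) was preincubated with compound for 10 min at ambient temperature in 50 mM HEPES pH 7.5, 50 mM NaCl, 5 uM MgCl2, 0.05% BSA, 1 mM DTT. OMFP (added at 50 uM) then reacted 10 min; fluorescence read at 485/525 nm.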
Chronic BCR inh: blocks chronic active B-cell receptor signaling; ABC-DLBCL IkBa-CBG/CBR reporter, luminescence ratio, 4 h; Potency, µM (top dose mostly 46.1 µM), inactives show at the top dose ratio change, negative = lower green/red ratio, hits mostly inhibitors; 340,000 compounds, 0.05% hits; active means well fitted inhibition curve with a large enough effect in the signal ratio, with a control signal flat, not every such curve was filed as active; inconclusive means small, poorly fitted or top-dose-only effect, or effect the other way, or a change in a side signal; the % refers to the signal ratio;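 further: potency means the concentration at half of the fitted maximal effect; plate controls were basal doxycycline-induced cells for no effect and cells given 10 µM MG132 for full effect; MG132 reads +100%, hits lower the ratio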
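TMD8 human ABC-DLBCL cells with doxycycline-inducible IκBα–green luciferase fusion and unfused red luciferase, in 0.5% FBS medium; compounds up to 46 uM, 4 h at 37C. Green/red luminescence ratio, filter-overlap corrected, fitted to concentration-response curves.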
ASM inhibitor: human S-ASM enzyme inhibition; P17405; placental ASM, HMU-PC fluorogenic substrate, 60 min; 340,000 compounds, 0.006% hits; AID 504937; Potency, µM (doses to about 57.5 µM), for inactives: top-dose activity change, negative = inhibition, actives largely listed as inhibitors; further: potency means the concentration at half of the fitted maximal effect
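qHTS format. ASM enzyme prepared from human placenta hydrolyses the fluorogenic substrate HMU-PC0 (9 uM final) over 60 min at 37 °C after a 10 min compound preincubation.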
Mito fusion yeast: blocks mitochondrial division or promotes mitochondrial fusion; AID 485298; Potency, µM (highest dose often 46.1 µM), without a hit: at the top dose growth rescue (activation), usual class: activators; 320,000 compounds, 0.23% hits; S. cerevisiae fusion-defective mutant growth rescue, CellTiterGlo 48 h;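 further: potency means the concentration at half of the fitted maximal effect; % of control where 0% means no effect; nearly all actives have a fitted effect of over 45% in size; temperature-sensitive fusion mutants such as fzo1-1 at 37 °C on non-fermentable ethanol glycerol medium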
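S. cerevisiae fusion-defective temperature-sensitive mutants (e.g. fzo1-1, mgm1-5) grown 48 h at 37C in YPEG (ethanol/glycerol non-fermentable) medium with 23 nl compound per well; growth rescue read as CellTiterGlo luminescence.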
Active calls of the source: *; ? = inconclusive; / = not tested or not shown; & = joins results of further samples; [ ] = dose if it differs, or a comment. Unless noted, the call rests on the fitted dose curve; in most records, active means well fitted curve in the direction sought with a large enough effect; inconclusive means small, poorly fitted or top-dose-only effect, or another doubt; inactive means no such curve, though single readings can be large; an effect the other way counts as inactive or inconclusive. A portion of the library; the hit share may differ from the screen's.

compound	ELG1 repair inh	TSHR antagonist	Integrin act MD	TSG101-PTAP inh	Tb PFK block	A-T KAP1 phos	TCR activator	Eya2 phos inh	Chronic BCR inh	ASM inhibitor	Mito fusion yeast
O=Cc1cn(Cc2ccc(F)cc2)c2ccccc12	-15%	28	-1%	-1%	?	12%	0%	-15%	12%	-8%	4%
CC1=NN=C(c2ccc(N)cc2)c2cc3c(cc2C1)OCO3	2%	14	/	-5%	0%	2%	0%	5%&1%	5%	-4%	?
O=[N+]([O-])c1cc(-c2ccc([As](=O)(O)O)cc2)ccc1[As](=O)(O)O	0%	1	/	/	1%	-3%	/	-8%	-1%	/	-1%
O=C1C2C3CCC(C3)C2C(=O)N1c1ccc(OS(=O)(=O)c2ccccc2)cc1 (configuration not stated)	?	-14	-15%	-4%	4%	5%	3%	-13%	3%	-2%	-1%
COc1ccc(NC(=O)c2ccc(COCC(F)(F)C(F)F)cc2)cc1	?	12	12%	-1%	4%	-5%	0%[46.1 µM]	2%	-10%	-5%	9%
O=C(N/N=C/c1c(O)n(C2CC2)c(=S)[nH]c1=O)c1ccccc1	13%	-11	?	-8%	2%	4%	-14%	-8%	?	12%	5%
COCCOC(=O)C1=C(C)OC(N)=C(C(=O)OC)C12C(=O)Nc1ccccc12 (configuration not stated)	-17%	8	-2%	5%	11%	-3%	0%	5%	1%	5%	1%
COCCCn1c(N)c(C(=O)Nc2sc3c(c2C(=O)OC)CCCC3)c2nc3ccccc3nc21	0%	15	-7%	-14%	1%	12%	-1%	?	1%	?	-2%
Cc1c(NC(=O)C(C)OC(=O)Cc2ccccc2)c(=O)n(-c2ccccc2)n1C (configuration not stated)	0%	3	-2%[7.66 µM]	1%	2%	-2%	-1%	21%	21%	1%	0%
O=[N+]([O-])c1ccc(Cl)cc1	8%	4	/	-3%	0%	10%	-9%	0%	-5%	-1%	-11%
COC(=O)C1=C(c2ccc(Cl)c(C(F)(F)F)c2)C[C@@H]2CC[C@H]1N2C(=O)NCCO	23%	-16	-37%	1%	0%	-3%	0%	-10%	0%	3%	-2%
CCCCn1c(O)c(C(C)=NCc2ccc3c(c2)OCO3)c(=O)[nH]c1=O	?	2	-22%	1%	-9%	-6%	9%	1%	1%	-10%	3%
CCCC(CCC)C(=O)OC[N+](C)(C)CCOC(=O)C(O)(c1ccccc1)C1CCCC1 (configuration not stated)	4%	7	-7%	-7%	-20%	0%	2%	-2%	?	0%	1%
O=C(O)C1C2CC3CC(C2)CC1(n1ncc(N2CCC4(CC2)OCCO4)c(Cl)c1=O)C3 (configuration not stated)	?	3	-22%	-2%	6%	1%	11%	-21%	5%	-1%	1%
CN1CCN(Cc2ccc(N)cc2)CC1	12%	15	-52%[inhibitor]	-1%	-1%	-5%[11.5 µM]	0%	?	2%	0%	5%
COc1cc2c(cc1OC)[C@@H]1C(=O)c3ccc4c(c3O[C@@H]1CO2)C[C@H](C(C)C)O4	0.058µM*	-13	-52%[inhibitor]	1%	0%	5%	-5%	?	1%	-10%	11%
CCNCCNc1ccc([N+](=O)[O-])c2cccnc12	?	-3	-47%[inhibitor]	-5%	-3%	-9%	3%	2%	-23%	-26%	2%
O=c1c(O)c(-c2ccc(O)c(O)c2)oc2cc(O)cc(O)c12	?	-15&0	/	0%	?	-6%	-3%	3%&-5%	?	-3%	-5%&0%
CCOc1ccccc1-n1c(O)c(C=Nc2ccc(N(CC)CC)cc2)c(=O)[nH]c1=O	28%	-1	-37%	7%	1%	-8%	6%	-7%	?	-5%	-2%
CCC(C)C1N=C(c2ccccc2)c2cc(Cl)ccc2N(CC(=O)NCc2ccco2)C1=O (configuration not stated)	-5%	9	22%	1%	3%	2%	1%	23%	4%	3%	0%
CC(=O)NCC(=O)Nc1ccc(Br)cc1C(=O)c1ccccc1	0%	1	11%	-2%	1%	-27%	-2%	5%	?	1%	1%
Cc1ccc(NN=C2C(=O)OC(C)(C)OC2=O)c(C)c1	?	-21	10%	0%	0%	-8%	-1%	9%	4%	-1%	0%
O=Cc1cn(Cc2ccc(F)cc2Cl)c2ccccc12	-13%	-4	16µM*	-2%	0%	15%	4%[46.1 µM]	-5%	0%	-1%	20%
CCc1ccccc1NC(=O)CNCc1ccccc1	8%	-6	40%	?	-2%	-4%	-10%	1%	-1%	0%	-1%
N[C@@H]1C[C@H]1c1ccccc1	-3%	-4	/	-11%	-6%	11%	-2%	-30%	9%	0%	5%
Cc1nn(C)c(C)c1P(=S)(c1c(C)nn(C)c1C)N(C)C	3%	9	1%	-6%	-5%	2%	-3%	-9%[15.4 µM]	1%	3%	-1%
Cc1ccsc1C(=O)C1CCCN(Cc2ccn[nH]2)C1 (configuration not stated)	7%	25	?	-2%	-2%	19%	-10%	6%	-17%	-3%	-4%
COc1ccc(NC(=O)c2cn(CCC#N)nc2-c2ccccc2)cc1	-20%	27	-16%	-3%	-1%	20%	/	-7%	-3%	-4%	0%
Cc1ccc(C(=O)NC(O)C(Cl)(Cl)Cl)cc1 (configuration not stated)	12%	26	-63%[inhibitor]	-1%	-6%	-6%	1%[46.1 µM]	-6%	6%	0%	5%
COc1ccc(NC(=O)c2ccc(NC(=O)c3nc4nccc(C)n4n3)cc2)cc1	?	4	-19%	-4%	0%	0%	2%	-31%	0%	1%	/
CCC(C)n1c(O)c(C=Nc2cccc(C(F)(F)F)c2)c(=O)[nH]c1=S (configuration not stated)	1%	12	2%	-3%	-10%	4%	3%[46.1 µM]	3%	1%	-11%	-6%
O=c1c2ccccc2nc(CNCC2CCCO2)n1-c1ccc(F)cc1 (configuration not stated)	7%	11	4%	1%	0%	0%	-5%	-4%	2%	0%	3%
CN(C)CCN=Cc1c(O)n(CCC2=CCCCC2)c(=O)[nH]c1=O	0%	-1	-15%[7.66 µM]	-6%	-2%	2%	2%	11%[15.4 µM]	1%	1%	4%
CC(C(=O)c1ccc(Cl)cc1Cl)n1cncn1 (configuration not stated)	20%	10	17%	-3%	-3%	-1%	7%	-5%	2%	-1%	8%
CC(C(=O)c1c[nH]c2ccccc12)N1CCOCC1 (configuration not stated)	-8%	-4	?	-2%	-2%	-2%	8%	-8%	2%	1%	4%
Cn1cc(C(=O)N2CCC3(CC2)OCCO3)c2c3ccccc3n(C)c2c1=O	24%	8	23%	-9%	0%	-7%	-2%	7%	4%	23%	-1%
C=CCN(CC#CCOc1ccccc1OC)CC=C	9%	7	/	/	-3%	7%	/	7%	-3%	/	2%
Cc1cccc(NC(=O)COC(=O)c2cc(C)n(C3CC3)c2C)c1	-4%	2	-13%	-9%	2%	-3%	-2%	10%	2%	-3%	18%
Cn1c(O)c(C=NCCc2c[nH]c3ccccc23)c(=O)n(C)c1=O	?	-8	-5%	0%	3%	10%	1%	0%	10%	4%	2%
O=C(NCc1ccccc1)Oc1cccc(Cl)c1	?	-6	0%	-3%	-14%	-3%	4%[46.1 µM]	4%	?	1%	-4%
CC(C)(C)NC(=O)CN1CCCN(C(=O)COc2ccc(Cl)c3ccccc23)CC1	-15%	-12	-11%	-3%	-3%	1%	2%	4%	?	0%	7%
